# MmCpn inh – inhibitors of Methanococcus maripaludis chaperonin (MmCpn). purified Mm-Cpn ATPase, ADP Transcreener TR-FRET. Potency, µM (top dose mostly 76.9 µM), for the others: top-dose activity, negative = inhibition, actives largely listed as inhibitors. 330,000 tested, 0.031% active; also: potency is read from the fitted curve at half-maximal effect; % is scaled to controls: 0 for no effect and ±100 for the full control effect; nearly all actives have a fitted effect of over 80% in size
#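 25 nM Mm-CPN + cpd, 10 min 37°C; + 10 uM ATP, 30 min 37°C; buffer 30 mM Tris pH 7.4, 100 mM KCl, 5 mM MgCl2, 1 mM DTT; Transcreener ADP HTRF detection 30 min RT.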
# D3 antag – blocks the human D3 dopamine receptor; 360,000 tested, 2.5% active; max response, negative = inhibition, %; D3R cells, DiscoveRx beta-arrestin luminescence, antagonist mode; hits give low values; P35462; in the data active = max response below about -50%; inconclusive = no clear call, values can overlap the other calls; also: % is scaled to controls: 0 for no effect and ±100 for the full control effect; mostly tested at two doses, the higher about 12 µM
# Target sequence (P35462 whole entry, looked up): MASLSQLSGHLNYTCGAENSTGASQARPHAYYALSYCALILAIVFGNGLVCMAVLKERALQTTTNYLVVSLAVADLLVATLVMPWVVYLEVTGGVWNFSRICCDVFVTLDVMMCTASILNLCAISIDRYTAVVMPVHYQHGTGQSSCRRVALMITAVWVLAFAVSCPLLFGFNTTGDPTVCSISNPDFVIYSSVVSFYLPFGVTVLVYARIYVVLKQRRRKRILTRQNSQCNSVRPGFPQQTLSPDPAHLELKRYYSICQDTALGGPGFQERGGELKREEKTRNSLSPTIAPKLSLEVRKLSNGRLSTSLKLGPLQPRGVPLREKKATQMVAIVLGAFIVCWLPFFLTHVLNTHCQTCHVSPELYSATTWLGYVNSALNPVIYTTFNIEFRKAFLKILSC
#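 Cells expressing the human receptor were seeded at 1500 cells/well, incubated overnight at 37 degrees C in 5% CO2, then exposed to library compounds with dopamine controls for 90 minutes at 37 degrees C before luminescent detection.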
# D3 ag – agonists of human D3 dopamine receptor; P35462; D3R DiscoveRx beta-arrestin cells, luminescence, 90 min; max activation, %; 410,000 tested, 0.58% active; AID 652048; in the data active = max activation above about 30%; also: 0% is about no effect; mostly tested at two doses, the higher about 12 µM
#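 Agonist mode: compounds and dopamine controls were applied to plated cells for 90 min at 37 degrees C after an overnight attachment at 1500 cells/well. Luminescent read-out followed 30 - 60 minutes at room temperature with DiscoveRx detection reagent.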
# EPAC2 agonist – activates human EPAC2 exchange factor; Q8WZA2; EPAC2 activation, biochemical qHTS; response scale: 100% = 6.5 mM cAMP response; Potency, µM (highest dose often 154 µM), for the others: at the top dose activation, actives largely listed as activators; 360,000 tested, 0.079% active; also: potency is read from the fitted curve at half-maximal effect; nearly all actives have a fitted effect of over 50% in size
#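 Compounds were titrated in qHTS against a Rap1B-BODIPY-GDP (250 nM) complex with EPAC2 (100 nM) and GDP (50 uM). BODIPY-GDP release tracked at 480/540 nm over 30 min at room temperature, normalized to 6.5 mM cAMP.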
# CCT modulator – cytosolic chaperonin activity modulation; purified chaperonin ATPase assay, HTRF ADP detection, 30 min; activity change, % (concentration not given with the values), hits read low; 360,000 tested, 0.3% active; in the data active = activity change below about -30%; also: % is scaled to controls: 0 for no effect and ±100 for the full control effect
#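 First, chaperonin was dispensed at 40 nM or 20 nM final depending on batch activity. Next, compounds were pinned at 76 uM and ATP added at 10 uM. After 30 min at 37 °C, ADP detection reagents ran 30 min at ambient temperature.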
# PTHR1 ag – activates the human parathyroid hormone receptor PTHR1. 410,000 tested, 0.075% active. Potency, µM (doses to about 115 µM), inactives show at the top dose activation, actives largely listed as activators. HEK293 GP2 PTHR1 cells, GloSensor cAMP luminescence, 1 h. Q03431; also: potency is read from the fitted curve at half-maximal effect; nearly all actives have a fitted effect of over 55% in size; some results filed as inactive show a strong effect at the top dose; inactives centre near -15; many of its hits are not listed in these tables
# Target sequence (Q03431 whole entry, looked up): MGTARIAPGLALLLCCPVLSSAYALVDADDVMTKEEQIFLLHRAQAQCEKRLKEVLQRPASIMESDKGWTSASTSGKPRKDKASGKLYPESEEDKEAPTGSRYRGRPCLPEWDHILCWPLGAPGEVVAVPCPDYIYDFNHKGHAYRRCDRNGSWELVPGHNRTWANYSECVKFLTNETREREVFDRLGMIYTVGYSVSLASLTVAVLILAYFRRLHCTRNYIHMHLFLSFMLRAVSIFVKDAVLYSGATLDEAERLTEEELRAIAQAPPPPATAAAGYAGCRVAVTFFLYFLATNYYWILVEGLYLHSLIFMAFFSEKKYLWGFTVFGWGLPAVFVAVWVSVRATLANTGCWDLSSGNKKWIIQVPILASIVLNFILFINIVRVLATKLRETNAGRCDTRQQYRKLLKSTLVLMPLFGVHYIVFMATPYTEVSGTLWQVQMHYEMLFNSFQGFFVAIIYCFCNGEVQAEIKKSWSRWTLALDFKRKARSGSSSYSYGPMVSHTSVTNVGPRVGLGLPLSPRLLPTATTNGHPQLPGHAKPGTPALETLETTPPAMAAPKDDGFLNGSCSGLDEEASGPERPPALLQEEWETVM
#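 HEK-293-derived GP2 cells expressing PTHR1 and a GloSensor cAMP reporter, 3,000/well, plated overnight, given luciferin plus IBMX (each 0.5 mM as added) for 1 h at 37 °C, then compound for 1 h at 37 °C. Luminescence was read after 15 min at room temperature.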
# Akt phos inh – Akt phosphorylation inhibition | Neuro2A IGF-stimulated pAkt S473 HTRF, 20 min; hits give low values | activity change, % for hits at 50 µM | 360,000 tested, 0.32% active; in the data active = activity change below about -80%; inconclusive = mostly about -51% to -80%; also: % is scaled to controls: 0 for no effect and ±100 for the full control effect
#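 Neuro2A cells (4,500/well, DMEM with 0.5% FBS) were treated with compound at a single 50 µM final concentration, stimulated with 6 nM IGF for 20 min at 37 °C, and lysed. Phospho-Akt Ser473 was read by HTRF as 665/615 ratio ×10^4.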
# EPAC2 antagonist – blocks human EPAC2 exchange factor; EPAC2 GEF exchange of Rap1B-BODIPY-GDP, fluorescence; Potency, µM (highest dose often 114 µM), inactives show at the highest dose activity, negative = inhibition, usual class: inhibitors; 360,000 tested, 0.18% active; Q8WZA2; AID 720708; also: potency is read from the fitted curve at half-maximal effect; % is scaled to controls: 0 for no effect and ±100 for the full control effect; nearly all actives have a fitted effect of over 45% in size; many of its hits are not listed in these tables
# Starred values were filed as active, the others as inactive; i = inactive; ? = inconclusive; / = no result given; [ ] = remark or other dose. Unless noted, calls follow the shape of the dose curve; as a rule, active = well fitted curve in the direction sought with a large enough effect; inconclusive = small, poorly fitted or top-dose-only effect, or another doubt; inactive = no such curve, though single readings can be large; an effect the other way counts as inactive or inconclusive.
structure,MmCpn inh,D3 antag,D3 ag,EPAC2 agonist,CCT modulator,PTHR1 ag,Akt phos inh,EPAC2 antagonist
CCCCC(O)(CCCC)C(=O)NN(C(=O)OCC)c1ccccc1,0%,11,3,-10%,-1.3,i,i,11%
CN1CCCN(C(=O)c2ccc(Br)cc2)CC1,2%,28,-10,7%,-11,i,i,11%
Cc1cc(-c2ccccc2)nc(Oc2cccc(C(F)(F)F)c2)c1S(C)(=O)=O,-4%,-7,-3,-11%,0.0,i,i,?
O=C(COC(=O)c1ccc(F)c(S(=O)(=O)N2CCOCC2)c1)Nc1ccc(Cl)cn1,/,-29,-12,14%,1.4,i,i,2%
CCn1c(CNC(=O)c2ccc(OC)c(OC)c2)nnc1SCC(=O)c1ccc(OC)cc1,-1%,-18,-7,4%,0.5,i,i,2%
O=C(CSc1nc2c(c(=O)n1-c1ccc(Br)cc1)SCC2)Nc1nccs1,-16%,58,-4,9%,0.3,i,i,10%
O=C(c1ccc(F)cc1)c1cc2ccccc2o1,-3%,-8,-2,6%,-2.3,-20%,i,-2%
CCOc1ccccc1NC(=O)CSc1nc(=O)n(CCCN2CCOCC2)c2c1CCC2,1%,-3,-7,5%,-0.3,i,i,14%
Cc1ccc(Cn2cc(CN3CC(N4CCN(C)CC4)CS3(=O)=O)nn2)cc1 (stereo not given),/,-7,-3,2%,0.3,-18%,i,10%
CCCC/C(O)=C1\C(=O)CC(C)(C)CC1=Nc1ccc(OC)cc1,3%,-2,1,-2%,0.7,-3%[57.5 µM],i,-9%
O=C(COC(=O)CSc1ccc2ccccc2c1)NC1CC1,-2%,21,-2,-5%,-0.1,i,i,-2%
CC(C)CNc1nc(=S)nc(N(C)C)[nH]1,1%,45,0,1%,0.0,-2%[57.5 µM],i,9%
CCCC(=O)Nc1ccc(C(=O)NCc2ccccc2Cl)cc1,2%,5,-2,7%,0.0,-33%[inhibitor][57.5 µM],i,-3%
COc1ccc(NC(=O)C2CCCN2C(=O)NCc2ccccc2)c(OC)c1 (stereo not given),-2%,-8,1,1%,-0.8,-11%[57.5 µM],i,1%
CC(=O)Nc1ccc(OCC=C(Cl)Cl)cc1,-1%,9,9,3%,0.6,i,i,1%
CCC(CO)NC1=C([N+](=O)[O-])C(=O)CC(C)(C)C1 (stereo not given),0%,11,1,-1%,-1.8,-17%,i,5%
Cc1ccc(N(C(C)C(=O)N2CCOCC2)S(C)(=O)=O)cc1C (stereo not given),-1%,-17,-9,1%,-1.1,?,i,4%
CCC(=O)c1ccc(N2CCN(C(=O)c3cc([N+](=O)[O-])ccc3F)CC2)c(F)c1,1%,15,2,1%,-3.1,-15%,i,1%
O=S1(=O)CCN(C2CCCCCCCCCCC2)CC1,/,21,2,11%,-2.1,-30%[inhibitor],i,?
Cc1cccc(NC(=O)CCCSc2nc3ccccc3[nH]2)c1,3%,-14,-6,-8%,0.4,-2%,i,-3%
O=C(c1coc(=O)c(Br)c1)N1CCCc2ccccc21,-3%,0,6,10%,0.3,i,i,14%
OC1c2cc(Br)ccc2N=C2CCCCCN21 (stereo not given),/,-21,-3,3%,-0.7,-28%,i,10%
CCCCNC(=O)C1(C)CCC(=O)N1CCOc1ccccc1 (stereo not given),/,-19,-12,-17%,0.8,14%,i,-29%
COC(=O)c1c(NC(=O)c2nc3nc(C)cc(C(F)F)n3n2)sc2c1CCC2,-1%,4,8,9%,-1.2,i,i,-6%

# Entries of single compounds, looked up by structure.
# CC(=O)Nc1ccc(OCC=C(Cl)Cl)cc1 across the screens: MmCpn inh = -1%; D3 antag = 9; D3 ag = 9; EPAC2 agonist = 3%; CCT modulator = 0.6; PTHR1 ag = i; Akt phos inh = i; EPAC2 antagonist = 1%
# Cc1ccc(N(C(C)C(=O)N2CCOCC2)S(C)(=O)=O)cc1C (stereo not given) across the screens: MmCpn inh = -1%; D3 antag = -17; D3 ag = -9; EPAC2 agonist = 1%; CCT modulator = -1.1; PTHR1 ag = ?; Akt phos inh = i; EPAC2 antagonist = 4%

# Next part
structure,MmCpn inh,D3 antag,D3 ag,EPAC2 agonist,CCT modulator,PTHR1 ag,Akt phos inh,EPAC2 antagonist
CCOc1ccc(CNC(=O)CCC(=O)n2ncc3ccc(Cl)cc32)cc1,0%,8,-4,-11%,-1.1,i,i,5%
COc1ccc(CC(=O)OCC(=O)NCc2ccco2)cc1OC,-1%,5,10,3%,-0.8,i,i,10%
COc1ccc(NC(=O)CSc2nc(C3CC3)nc3ccccc23)c(OC)c1,-3%,1,18,-11%,1.7,-51%[inhibitor],i,-8%
CC1=CNC(=O)CC(C)(C)C1,/,7,-2,4%,0.6,-15%,i,6%
Cc1ccsc1/C=N/N1CCN(c2ccccn2)CC1,-3%,2,8,14%,1.3,-14%,i,-14%
CNC(=O)c1[nH]cnc1C(=O)Nc1ccccn1,0%,-9,0,5%,1.8,i,i,2%
CC(=O)Nc1ccc(C(=O)OCC(=O)NC(=O)NCc2ccccc2)cc1,/,-10,-4,15%,-2.6,i,i,6%
CCc1ccc2c(c1)C1(SC(NC(C)=O)=NN1C(C)=O)C(=O)N2CC (stereo not given),2%,-1,7,7%,-4.8,9%,i,8%
CN(C)CC(O)CN1C(=O)N(CN2C(=O)N(CC(O)CN(C)C)C(=O)C2(C)C)C(C)(C)C1=O (stereo not given),1%,2,2,-1%,-1.6,-24%,i,2%
O=C1CN(c2nnnn2-c2ccccc2)CCN1,-1%,?,-2,1%,0.2,i,i,-8%
COc1cc(CNC(C)c2ccccc2)cc(Br)c1OCc1ccccc1 (stereo not given),-3%,52,-12,18%,-1.5,-17%,i,-5%
C/C(Cl)=C\Cn1c(N2CCCC2)nc2c1c(=O)n(C)c(=O)n2C,1%,-13,6,11%,-3.2,-23%,i,5%
Cc1cc2cc(C)c3nnc(SCC(=O)Nc4ccc(S(=O)(=O)N5CCCCC5)cc4)n3c2cc1C,-14%,9,7,-8%,-0.4,i,i,0%
CCCCCCCCN1C(=O)[C@H](CC(=O)NCCC(C)C)C[C@@]2(C(=O)OCC)CCCC=C12,/,-3,2,-16%,-1.2,-24%,i,-23%
COc1ccc(CC(=O)NCC(=O)N/N=C/c2sccc2C)cc1,-2%,13,0,5%,-3.8,-8%,i,-1%
COCCNC(=O)c1cccc(NS(=O)(=O)c2cccc3cccnc23)c1,1%,6,2,23%,-0.2,-3%,i,1%
CCCSC1=C(C#N)C2(CCCCC2)C(C#N)=C(N)N1,0%,-24,-2,-3%,-3.3,-76%[inhibitor],i,-6%
COc1ccc(C)cc1S(=O)(=O)N(CC(=O)Nc1cc([N+](=O)[O-])ccc1C)c1ccc(C)c(C)c1,0%,5,-3,-1%,0.6,i,i,-3%
O=C(NCC1CCCO1)C1CCN(CC2CCCCC2)CC1 (stereo not given),1%,7,2,3%,-1.0,-37%[inhibitor][57.5 µM],i,2%
Cc1nc(CN2CCN(S(=O)(=O)c3c(Cl)cc(Br)cc3Cl)CC2)cs1,2%,-3,2,5%,-1.3,-32%[inhibitor],i,-4%
CCN1CCN(C(=O)Nc2ccc(OC)cc2OC)CC1,-3%,-10,-11,3%,-1.2,1%,i,10%
O=S(=O)(NC1=NCCC1)c1ccc(F)cc1,0%,0,-1,-3%,-1.2,-24%,i,3%
O=C1c2cccc3cccc(c23)C(=O)N1/N=C/c1ccc(O)cc1O,3%,18,5,-7%,0.4,-16%,i,3%
NCCCCCc1cn(CC(=O)NCCCCCCCCCCC(=O)N2CCNCC2)nn1,-2%,-18,-8,4%,-0.5,-23%,i,16%
CCCC1Cc2c(sc3ncnc(N)c23)CO1 (stereo not given),-1%,74,2,-5%,-0.9,-4%[57.5 µM],i,1%
COc1ccc(C(=O)CN2C(=O)NC3(CCc4ccccc43)C2=O)cc1 (stereo not given),1%,9,0,-4%,0.5,-21%,i,1%
CCOc1ccc(NC(C)=O)cc1N,0%,-5,-7,16%,-2.7,-24%,i,-10%
CC(C)(C)c1ccc(Cn2nnc3c(=O)[nH]c(C4CCCN(C(=O)c5ccco5)C4)nc32)cc1 (stereo not given),0%,-3,-8,5%,-0.6,i,i,?
CCN(CC(=O)Nc1ccc(C)c(S(=O)(=O)N(C)C)c1)Cc1ccccc1,-2%,-11,-5,10%,-3.2,-38%[inhibitor],i,-7%
CCOC(=O)C1=C(N)n2c(s/c(=C\c3cccs3)c2=O)=C(C(=O)OCC)C1c1cccs1 (stereo not given),?,-8,-2,3%,0.3,i,i,5%
Cc1cc(C(=O)COC(=O)/C=C/c2cccc(Br)c2)c(C)n1C,-1%,0,-9,4%,1.8,-22%,i,-4%
O=C(CCS(=O)(=O)c1ccc(Br)cc1)NCCc1ccccc1,-7%,7,26,-3%,-1.5,i,i,5%
NS(=O)(=O)c1ccc(NC(=S)Nc2ccc(F)c(F)c2)cc1,2%,0,-6,15%,-0.1,i,i,9%
Cc1ccc(S(=O)(=O)CCC(=O)Nc2nnc(CC(C)C)s2)cc1,-2%,-6,-2,-1%,-0.6,i,i,-1%
N#C/C(=C\c1ccc(OCc2ccc(F)cc2)cc1)C(=O)Nc1cccc(C(=O)O)c1,-4%,4,1,13%,-0.4,-36%[inhibitor],i,17%
O=C(Nc1ccc2c(c1)CCO2)Nc1nnc([C@H]2C[C@H](O)[C@@H](CO)O2)s1,/,?,-10,2%,-0.7,13%,i,2%
CCCCN(C(=O)COC(=O)c1nc2nccc(C)n2n1)C1CCS(=O)(=O)C1 (stereo not given),-1%,7,8,1%,-0.2,-18%,i,-1%
Cn1nc([N+](=O)[O-])nc1Oc1ccccc1C(=O)N1CCOCC1,0%,3,-3,9%,-6.0,i,i,9%
COc1ccc(NC(=O)CC(NCc2ccccn2)C(=O)O)cc1 (stereo not given),1%,3,2,7%,-4.9,-3%,i,-7%
Cc1cccc(NC(=O)C(C)OC(=O)CNC(=O)C2CCCCC2)c1 (stereo not given),/,26,1,0%,0.4,-17%,i,0%
COc1ccc(Cl)cc1NC(=O)c1cccnc1,1%,31,-13,-2%,-0.7,-13%[57.5 µM],/,-1%

# This is a subset; count on the stated rates, not on these rows.
